PV pol inh: poliovirus RNA polymerase inhibition. P03300. poliovirus polymerase elongation, fluorescence polarization; stronger effect = lower value. % elongation, % (compound at 16.7 µg/mL). 150,000 compounds, 0.66% hits. AID 588519; in the data active means % elongation below about 90%; further: some results filed as inactive read as strong as hits
Target sequence (P03300 1749-2209 limits assumed): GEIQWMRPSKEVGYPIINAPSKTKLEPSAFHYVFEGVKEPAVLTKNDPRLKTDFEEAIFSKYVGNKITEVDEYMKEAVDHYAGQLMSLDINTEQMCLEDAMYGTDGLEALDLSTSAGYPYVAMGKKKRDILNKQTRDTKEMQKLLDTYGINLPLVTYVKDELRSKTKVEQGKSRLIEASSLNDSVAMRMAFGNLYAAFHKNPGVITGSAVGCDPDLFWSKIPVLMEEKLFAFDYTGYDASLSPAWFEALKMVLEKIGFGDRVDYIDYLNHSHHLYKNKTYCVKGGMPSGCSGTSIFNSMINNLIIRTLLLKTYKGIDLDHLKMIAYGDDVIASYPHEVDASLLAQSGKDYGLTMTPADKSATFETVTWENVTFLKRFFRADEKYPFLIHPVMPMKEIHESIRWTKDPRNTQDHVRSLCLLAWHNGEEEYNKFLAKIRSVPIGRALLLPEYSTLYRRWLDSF
PV pol inh FP z-score: recorded beside PV pol inh, whose call it bears; z-score; measured here: FP z-score; hits read low
* hit, by the source's call; & = joins results of further samples. An excerpt; rates above refer to the full screens.

SMILES	PV pol inh	PV pol inh FP z-score
Oc1ccccc1Oc1cnn(-c2ccccc2)c1-c1ccccc1	105	0.7
Cc1ccc2c(c1)cc1c(=O)n(CC(=O)NC(C)CCc3ccccc3)nc(C)n12 (stereo not drawn)	107	0.3
Cc1ccnc(N=Cc2c(C)[nH]n(-c3ccccc3)c2=O)c1	100	-0.3
C=CC[N+]1(CC#Cc2ccccc2)CCCCC1	100	-0.2
CCCCC(=O)Nc1cccc2nc(C)ccc12	99	-0.9
O=C(Nc1c(C(=O)c2ccc(Cl)cc2)oc2ccccc12)c1cc(=O)c2ccccc2o1	115	1.5
CCOC(=O)Cn1c(=O)oc2ccc(C)cc21	104	0.5
Cc1ccsc1C(=O)N(C)Cc1ccc2c(c1)OCCO2	102	0
CCOc1ccc(NC(=O)CS(=O)(=O)c2ccccc2)cc1	100	-0.7
O=C(NCCO)c1nc(NCCO)c2ccccc2n1	102	0.3
CCOC(=O)c1sc2nccc(N(C)C)c2c1N	102	0.1
CNC(=O)c1ccc(/C=C2/Sc3ccccc3NC2=O)cc1	102	0.3
O=S(N1CCCCC1)C12CC3CC(CC(C3)C1)C2 (stereo not drawn)	100	-0.6
COC(=O)C1C2c3ccccc3C(c3ccccc32)C1C(=O)OC (stereo not drawn)	112	1.3
Cc1cccc(-c2nc(CS(=O)CC(=O)NCc3cccs3)c(C)o2)c1 (stereo not drawn)	102	0.1
O=C(Nc1ccc2c3c(cccc13)CC2)C1=COCCO1	100	-0.5
O=C(N/N=C\c1ccccc1C(F)(F)F)c1ccccn1	106	1.2
c1csc(CSc2nc3ccccc3[nH]2)c1	102	0.2
COc1ccccc1NC(CC(=O)c1ccccc1)C(=O)O (stereo not drawn)	106	0.4
CCOC(=O)c1c(C)[nH]c(C)c1S(=O)(=O)NC(C)CC (stereo not drawn)	104	0.4
Oc1ccc(NCc2ccccc2OCc2ccccc2F)cc1	101	-0.6
COC(=O)CNc1ccc2c(c1)OCO2	104	0
Cc1cc(C)c(NC(=O)/C=N/O)c(Cl)c1	104	0.2
O=C(c1ccc2ccccc2c1)C12CN3CN(CN(C3)C1)C2	104	0.8
CCOc1ccc(CN2C(=O)c3ccccc3Sc3ccc(C(=O)NCc4ccco4)cc32)cc1	111	0.5
Cc1ccc(N2CC(C(=O)Nc3c(C)cccc3C)CC2=O)cc1 (stereo not drawn)	106	0.1
Cc1sc(-c2ccc(-c3csnn3)cc2)nc1-c1ccccc1	97	-1
CCOC(=O)c1sc2ncnc(OCC)c2c1C	101	0.5
CCc1cccc(NC(=O)CN(C)S(=O)(=O)c2ccc3c(c2)n(C)c(=O)c(=O)n3C)c1	103	-0.6
CCCCNS(=O)(=O)c1ccc2c(c1)CCN2C(=O)CC	103	0.6

6 records drawn at random from the list so far:
SMILES	PV pol inh	PV pol inh FP z-score
Cc1ccc(N2CC(C(=O)Nc3c(C)cccc3C)CC2=O)cc1 (stereo not drawn)	106	0.1
CCOc1ccc(CN2C(=O)c3ccccc3Sc3ccc(C(=O)NCc4ccco4)cc32)cc1	111	0.5
CCCCNS(=O)(=O)c1ccc2c(c1)CCN2C(=O)CC	103	0.6
O=C(c1ccc2ccccc2c1)C12CN3CN(CN(C3)C1)C2	104	0.8
COc1ccccc1NC(CC(=O)c1ccccc1)C(=O)O (stereo not drawn)	106	0.4
Oc1ccc(NCc2ccccc2OCc2ccccc2F)cc1	101	-0.6

(further entries)
SMILES	PV pol inh	PV pol inh FP z-score
CCCCS(=O)c1sc2nc(-c3cccs3)cc(-c3ccccc3)c2c1N (stereo not drawn)	102	0.2
O=C(c1ccccc1)N(Cc1ccccc1)c1ccccn1	100	-0.6
CCc1ccc2[nH]c(=O)c(CN(CCCO)C(=O)Nc3ccccc3)cc2c1	101	0
Cc1c(-c2ccccc2)sc2ncnc(Sc3nnc(C4CC4)o3)c12	98	-0.6
Nc1cc(SC(F)(F)C(F)(F)C(F)(F)F)cc2c1OCC(=O)N2	101	-0.1
COc1cccc2c1ncc1c(-c3ccc(C)cc3)nn(-c3cccc([N+](=O)[O-])c3)c12	103	-0.9
COc1cccc(-n2cc(C(=O)NCc3ccc(C)cc3)c3ccccc3c2=O)c1	114	1.8
CCc1ccc(NC(=O)CN2C(C(=O)OC)=C(c3ccccc3)c3ccccc3S2(=O)=O)cc1	101	-1.3
Cc1nc(-c2ccc(C(=O)N3CCCCC3)cc2)cs1	98	-1.1
CN(C(=O)c1ccc(C#N)cc1)C1CCCCC1	96	-0.9
CCn1cc(C(=O)NCCc2ccc(OC)c(OC)c2)c(=O)c2cc(S(=O)(=O)N3CCC(C)CC3)ccc21	109	0.8
CCCC(=O)Nc1nonc1-c1ccc(OC)cc1	103	0.6
O=C(Nc1c2c(nn1-c1ccc(Cl)cc1)CS(=O)(=O)C2)c1ccccc1F	98	-1.6
CN(C(=O)CSc1nc(O)cc(=O)n1-c1ccccc1F)c1ccccc1	98	-0.6
COc1nc(-c2ccc(C)cc2)ccc1-c1noc(-c2ccccc2Br)n1	106	0.3
NNC(=O)CNC(=O)c1cccs1	103	0.7
NC1=NN=C(c2ccccc2)CS1	97	-0.2
CCOc1ccc(C(C(=O)NC2CCCC2)N(Cc2ccco2)C(=O)Cn2nnc3ccccc32)cc1OC (stereo not drawn)	101	-0.2
CCCN1C(=O)C(Cc2nc3ccccc3c(=O)n2-c2ccc(OC)cc2)c2cc(C)ccc21 (stereo not drawn)	109	0.1
CCOC(=O)c1ccc(NC(=O)c2c(NCc3sccc3C)sc3c2CCC(C)C3)cc1 (stereo not drawn)	106	0.3
COc1cccc2c1cc1c(=O)n(CC(=O)N3CCN(c4cccc(C)c4)C(C)C3)nc(C)n12 (stereo not drawn)	108	0.7
Cc1ccc(Sc2ncccc2C(=O)O)c(C)c1	97	-0.2
CC(C)c1noc(-c2ccccc2OCC(=O)Nc2ccccc2[N+](=O)[O-])n1	104	-0.7
COc1ccc(CNC(=O)C(C)N2CCC(c3nc4ccccc4o3)CC2)cc1 (stereo not drawn)	101	-0.3
Cc1cccc(C)c1NC(=O)NN1C(C)CCCC1C (stereo not drawn)	105	0.5
O=C(Nc1ccc(N2CCOCC2)cc1)c1ccc2c(c1)S(=O)(=O)c1ccccc1C2=O	101	0.1
O=C(OCCN1CCCC1=O)c1cccnc1Cl	102	0
O=C(O)c1nc2ccc(S(=O)(=O)C(F)(F)F)cc2n1O	101	-0.3
COCC(C)n1c(COc2ccccc2F)nn(CN2C(C)CCCC2C)c1=S (stereo not drawn)	104	0.3
Cc1ccc(-c2nnc(SCc3ccccc3)o2)cc1	105	0
Nc1nc2c(s1)CCc1c-2cnn1-c1ccccc1	42*	-8.5*
CCCN(CCO)CC1CC=CCC1 (stereo not drawn)	99	-0.5
NS(=O)(=O)c1ccc(NC(=O)CSc2ccccc2)cc1	102	0
CCc1ccccc1N(C)C(=O)c1sc2nc3n(c(=O)c2c1C)CCCCC3	107	0.2
CC1CCCCC1NC(=O)c1cccn2c(=O)c3c4c(sc3nc12)CCCC4 (stereo not drawn)	100	-0.7
O=C(CSC(F)(F)F)Nc1ccccn1	105	0.5
O=C(Nc1ccccc1F)c1nc(SCc2ccccc2F)ncc1Cl	113	1
CCSC1=NC2(CCN(C(=O)NC3CCCCC3)CC2)N=C1c1ccc(C)cc1	106	-0.4
COc1cccc2cc(C(=O)NCCc3c(C)[nH]c4ccc(Br)cc34)c(=O)oc12	97	-1.3
Cc1[nH]c2ccccc2c1C(c1c(C)[nH]c2ccccc12)C(C)C	99	-0.5
S=c1[nH]nc(Cc2ccccc2)n1Cc1ccco1	104	1.5
CC(C)c1ccc(NC(=O)c2cc(S(=O)(=O)N(C)C3CCCCC3)ccc2F)cc1	111	0.6
Cc1ccc(OCC(=O)Nc2ccc3nn(-c4ccc(Cl)cc4)nc3c2)cc1	109	0.5
CCC(C(=O)Nc1cccc(OC)c1)n1c(SCc2ccc(C)cc2)nc2cccnc21 (stereo not drawn)	101	-0.5
CCC(C(=O)O)C(C)CC(=O)Nc1ccccc1Cl (stereo not drawn)	101	-0.1
CN(C)CCNC(=O)c1ccc2nc(CCc3ccccc3)oc2c1	105	-0.4
CN1CCN(Cn2nc(-c3cccc(S(=O)(=O)N4CCOCC4)c3)n(Cc3ccc(F)cc3)c2=S)CC1	102	0.1
CC1CCc2onc(C(=O)N3CCN(c4ccccc4)CC3)c2C1 (stereo not drawn)	110	0.5
Cc1cccc(C)c1NC(=O)CN(Cc1ccc(Br)cc1)S(=O)(=O)c1ccccc1	102	-0.8
COC(=O)c1c(N)sc2c1CCC(C(C)(C)C)C2 (stereo not drawn)	105	0.2
O=C1NC(=O)N(c2ccccc2)C(=O)C1=Cc1c2ccccc2cc2ccccc12	100	-0.8
CCOc1ccc(Br)cc1S(=O)(=O)Nc1ccc(F)cc1	103	0.5
COC(=O)c1scc(S(=O)(=O)C(C)(C)C)c1N	107	0.6
Cc1ccccc1OCC(=O)Nc1ccc2nn(-c3ccccc3)nc2c1	103	0
CSc1ccc(CN2CCN(Cc3ccco3)CC2)cc1	100	0.1
O=C(CCn1nc(-c2ccc(Cl)cc2)c2ccccc2c1=O)Nc1ccc(OC(F)(F)F)cc1	99	-0.8
Cc1cccc(NC(=O)Cc2ccc(-n3c(C)nc4cccnc43)cc2)c1C	104	0.2
Cc1c(O)nc2ccccn2c1=O	105	0.8
COCC(C)NC(=O)c1cccc(Cl)c1 (stereo not drawn)	99	-0.2
COc1ccc(-n2nc3cc(C)c(NC(=O)Cc4ccc(Cl)cc4)cc3n2)cc1	110	0.6

(more compounds)
SMILES	PV pol inh	PV pol inh FP z-score
OCc1c[nH]c2ccccc12	107	0.6
Cc1coc2c(C)c3oc(=O)c(CCC(=O)NCCc4ccc(Cl)cc4)c(C)c3cc12	110	0.5
O=C(NCC(c1cccs1)N1CCc2ccccc2C1)C1CC1 (stereo not drawn)	106	1.4
COc1ccc2c(c1)c1c(c(=O)n(-c3cc(Cl)ccc3C)c(=O)n1CC(=O)N1CCCC1)n2C	109	0.3
CN(Cc1ccccc1)C(=O)COC(=O)C1=NNC(=O)CC1	105	0.3
Cc1ccc(CN(C)C(=O)CN(C)S(=O)(=O)c2ccc(Cl)cc2)o1	105	0.4
CC(=O)c1ccc(NC(=O)Cn2c(=O)cc(C)c3c(C)nn(-c4cccc(F)c4)c32)cc1	106	0
O=C(Nc1ccc2c(c1)CCCN2C(=O)c1cccs1)c1ccccc1C(F)(F)F	105	-0.1
CCC(CC)NC(=O)COc1ccc(Cl)cc1Cl	101	-0.2
Cc1cccc(-n2ncc3c(=O)[nH]c(SCC(=O)NCCC4=CCCCC4)nc32)c1	99	-0.4
CCSc1nc2ccccc2n1S(=O)(=O)c1ccccc1	100	-0.4
CCOC(=O)CCC1(CCC(=O)OCC)c2ccccc2-c2nc3ccccc3cc21	103	0.1
O=C(CC12CC3CC(CC(C3)C1)C2)Nc1ccc2c(c1)COC2=O	101	-0.2
CCOc1ccccc1CNC(=O)c1cnc2sc(N3CCCC3)nn2c1=O	106	0.1
O=C(Cc1ccc(Cl)cc1)OCc1nnc(-c2ccccc2)o1	102	-0.3

Next section (3 carried over from the part before).
SMILES	PV pol inh	PV pol inh FP z-score
O=C(CC12CC3CC(CC(C3)C1)C2)Nc1ccc2c(c1)COC2=O	101	-0.2
CCOc1ccccc1CNC(=O)c1cnc2sc(N3CCCC3)nn2c1=O	106	0.1
O=C(Cc1ccc(Cl)cc1)OCc1nnc(-c2ccccc2)o1	102	-0.3
CCCCC/C=C\C/C=C\C/C=C\CCCCC(=O)O	99&99	-0.6&-0.2
C=CCN(CC=C)Cc1c(C)[nH]c2ccc(OC)cc2c1=O	104	0.5
Cc1nn(Cc2ccccc2)c2sc(C(=O)OCC(=O)N(C)C)cc12	101	-0.4
CCOc1ccccc1NC(=O)N1CCCN(c2ncccc2C#N)CC1	103	0.2
COC(=O)c1ccccc1NC(=O)C1CCN(S(=O)(=O)c2ccc(OC)c(OC)c2)CC1	100	-0.5
COC(=O)c1ccc(C)c(NC(=O)CC2CCCC2)c1	101	-0.5
Cc1ccc(NC(=O)Cn2nnc(-c3ccccc3)n2)cc1	100	-0.6
Cc1[nH]c2ccccc2c1SCCN	99	-1.2
Cc1ccc(N(CC(=O)Nc2cccc(C)c2)S(=O)(=O)c2c(C)n[nH]c2C)cc1	102	0.7
O=C(NCC1CCCO1)c1cc(NS(=O)(=O)c2cccs2)cc(NS(=O)(=O)c2cccs2)c1 (stereo not drawn)	97	-0.4
Cc1cccc(S(=O)(=O)Nc2cccc(-c3ccc(N4CCCCC4)nn3)c2)c1	107	0.2
Cc1ccc(C)n1-c1nnc(N2CCC(C(=O)NC(C)c3ccc4c(c3)OCCO4)CC2)s1 (stereo not drawn)	104	0.8
CN1c2ccccc2Sc2cc(C=C(C#N)C#N)ccc21	99	-0.7
CC(C)Cn1c(CCCO)nc2ccccc21	101	-0.4
COc1cc(C(=O)NCc2nc(-c3ccc(Cl)cc3)no2)cc(OC)c1OC	102	-0.9

The list goes on; it opens with the 2 that closed the last part.
SMILES	PV pol inh	PV pol inh FP z-score
CC(C)Cn1c(CCCO)nc2ccccc21	101	-0.4
COc1cc(C(=O)NCc2nc(-c3ccc(Cl)cc3)no2)cc(OC)c1OC	102	-0.9
CC1=NN(c2ccc(C(=O)O)cc2)C(=O)C1	106	0.3
CCCn1c(=O)c(C#N)cn(C2CC2)c1=O	106	0.5
CCOC(=O)Cc1csc(N2CCOCC2)n1	97	-0.4
Cc1ccc(C)n1-c1nnc(N2CCC(C(=O)NCc3ccccc3Cl)CC2)s1	110	1
Cc1c(C)[n+]([O-])c2ccc3c(non3O)c12	101	0.4
CCOc1cc(C#N)c(NC(=O)c2ccc(OC)c(S(=O)(=O)N3CCCCC3)c2)cc1OCC	100	-0.6
